Screens from PubChem BioAssay.
RNase H inhibition: RNase H inhibition, HIV 1 Gag Pol polyprotein, FRET biochemical assay, screening (AID 372) | HIV-1 RT RNase H, FRET RNA/DNA substrate fluorescence; higher % means a stronger effect | actives 0.77% (n = 100,000) | inhibition, % at 10 µM; hits with a dose series show IC50 in µM; in the data active = inhibition above about 50%
The depositor's hits bear a star. This is a subset (hit frequency here may not be typical).

SMILES	RNase H inhibition
CCCC1=NN2C(=N)/C(=C/c3ccccc3C)C(=O)N=C2S1	3%
CC(C)(C)C(=O)Nc1sc2c(c1C(=O)Nc1cccc3ccccc13)CCC2	18%
Cc1ccc(NC(=O)C2CC(=O)N(c3ccc(Br)cc3)C2)cc1 (stereo not drawn)	2%
COc1ccc2ccccc2c1/C=C1/C(=O)NC(=O)N(c2ccccc2F)C1=O	16%
Cc1ccc(S(=O)(=O)NCCNc2ccc([N+](=O)[O-])cc2Cl)cc1	5%
CCCc1c(C)nc2ccc(OC)cc2c1SCC(=O)O	1%
CCOc1ccc(N(CC(=O)N(C)C)S(=O)(=O)c2ccc(SC)cc2)cc1	5%
Cc1c(Cl)cccc1NC(=O)CCN1CCN(CCO)CC1	15%
Cc1ccc(N2C(=O)C3C(C2=O)C2C=CC3C23CC3)cc1Br (stereo not drawn)	4%
O=c1[nH]c(/C=C/c2ccc(O)cc2)nc2ccccc12	19%
COc1cccc(Nc2nc(C)c([N+](=O)[O-])c(Nc3cccc(OC)c3)n2)c1	20%
O=C(NC(Cc1ccc(O)cc1)C(=O)O)/C(=C/c1ccccc1)NC(=O)c1ccccc1 (stereo not drawn)	28%
COc1ccccc1/C=N\NC(=O)c1cc(C(C)(C)C)[nH]n1	11%
O=C(NN=C1c2ccccc2-c2ccccc21)c1ccc(Cl)cc1	17%
O=C(Nc1ccc2oc(-c3ccc(Cl)cc3Cl)nc2c1)c1cccc(F)c1	31%
Cc1ccc(C(=O)c2cccc(NC(=O)CC(C)C)c2)cc1C	10%
COc1cc(/C=c2\sc3nc4cc(Br)cnc4n3c2=O)ccc1O	4%
COc1ccc(C2=NN(c3nc(-c4ccccc4)c4cc(Cl)ccc4n3)C(c3ccc(Br)cc3)C2)cc1 (stereo not drawn)	0%
O=C(Nc1ccccc1C(F)(F)F)c1ccc(-c2cc(Cl)ccc2Cl)o1	0%
CC(C)(CO)N=C1NS(=O)(=O)c2ccccc21	7%
O=C(Nc1ccc(S(=O)(=O)Nc2ncccn2)cc1)C(F)(F)F	3%
C=CCC(O)(CC=C)c1cc(-c2ccccc2)nc2ccccc12	6%
CC(=O)Nc1ccc(NS(=O)(=O)Cc2ccccc2)cc1	0%
CCCCS(=O)CC(COC)OC(=O)c1ccccc1 (stereo not drawn)	4%

Sorted by length of the SMILES (low to high): part of the list above
SMILES	RNase H inhibition
CC(C)(CO)N=C1NS(=O)(=O)c2ccccc21	7%
CC(=O)Nc1ccc(NS(=O)(=O)Cc2ccccc2)cc1	0%
Cc1ccc(C(=O)c2cccc(NC(=O)CC(C)C)c2)cc1C	10%
O=C(NN=C1c2ccccc2-c2ccccc21)c1ccc(Cl)cc1	17%
O=C(Nc1ccc2oc(-c3ccc(Cl)cc3Cl)nc2c1)c1cccc(F)c1	31%

Remaining list, next part
SMILES	RNase H inhibition
O=[N+]([O-])c1cc(Oc2cccc(C(F)(F)F)c2)cc(Oc2ccc3oc4ccccc4c3c2)c1	11%
C/C(=N\Nc1nc(C)cc(-c2ccccc2)n1)c1cccc(N)c1	4%
CC(=O)Nc1cccc(NC(=O)c2ccc(Cl)cc2)c1	2%
CSc1ccc(S(=O)(=O)N(CC(=O)Nc2ccccc2Br)c2ccc(C)cc2)cc1	6%
Cc1ccccc1NC(=O)CCC(=O)N/N=C/c1cccs1	12%
COc1cc(C(=O)Nc2ccc(C)cc2)cc(OC)c1OC	5%
O=C(COc1ccc(Cl)cc1Cl)Oc1ccccc1Br	8%
CCOC(=O)C1=C(C)NC2=C(C(=O)CC(C)(C)C2)C1c1cccc(Br)c1 (stereo not drawn)	14%
CC(=O)C(C1=NC(C)(C)Cc2cc(C)c(C)cc21)c1ccccc1 (stereo not drawn)	8%
c1ccc(Cn2c(-c3ccccn3)nc3ccccc32)cc1	6%
Cc1ccc(O)c(NC(=O)c2ccc(N3C(=O)c4ccc([N+](=O)[O-])cc4C3=O)cc2)c1	10%
O=C(Nc1c(F)c(F)c(F)c(F)c1F)c1cccs1	11%
O=S(=O)(N/N=C/c1cccnc1)c1ccc(Br)cc1	5%
O=C(CN(Cc1ccccc1)S(=O)(=O)c1ccc2c(c1)OCCO2)NCc1ccccc1	16%
NC(=O)c1ccc(NC(=O)/C(Cl)=C/c2ccccc2)cc1	9%
CCCOc1ccc(/C=C2\SC(=S)N(NC(=O)c3ccccc3Cl)C2=O)cc1OC	9%
COc1cc(Br)cc(C=Nc2cc(Cl)ccc2C)c1O	2%
Oc1ccccc1/C=N/c1nc2ccccc2[nH]1	2%
Oc1c(/C=N/c2ncn[nH]2)sc2ccccc12	12%
COc1ccccc1C1C(C(=O)OC2CCCC2)=C(C)NC2=C1C(=O)CCC2 (stereo not drawn)	15%
S=c1[nH]nc(COc2ccccc2)n1-c1ccccc1	0%
CN1CCN(C(=O)CCCN2C(=O)/C(=C/c3cccc(Br)c3)SC2=S)CC1	13%
Cc1cc(OCC(=O)NC2C3CC4CC(C3)CC2C4)ccc1Br (stereo not drawn)	21%
CCC(CC)C(=O)Nc1cccc(Cl)c1Cl	1%
CCOc1ccc(OCCCOc2cccc(C(C)C)c2)cc1	15%
CCSCCOC(=O)C1=C(C)NC2=C(C(=O)CC(c3cccs3)C2)C1c1ccc2c(c1)OCO2 (stereo not drawn)	6%
Cc1cc(Oc2ccccc2)nc(-c2ccccc2)n1	5%
O=C(CSc1ncn[nH]1)Nc1ccc(Cl)c(Cl)c1	13%
CCCOC(=O)c1c(NC(=O)c2ccccc2OC)sc2c1CCCCC2	17%
Cc1ccc(S(=O)(=O)c2ccc(Oc3ccc(Cl)cc3)cc2)cc1	14%
COC(=O)c1c(N)sc(C(=O)Nc2ccc(OC)cc2)c1C	6.6µM*
CCc1ccc(-c2nc3cc(NC(=O)/C=C\c4ccco4)ccc3o2)cc1	14%
COc1ccc(CCNC(=O)Nc2cc(F)c(F)cc2Cl)cc1OC	4%
Fc1ccccc1OCCCCCN1CCCCC1	0%
CC1(C)CC(=O)C2=C(C1)OC(N)=C(C#N)C2Cc1ccccc1 (stereo not drawn)	9%
Cc1ccc(-c2cc(C(=O)Nc3nc(-c4ccc(Cl)cc4Cl)cs3)c3ccccc3n2)cc1C	38%
COC(=O)C1=C(C)NC2=C(C(=O)CCC2)C1c1ccc(OC)c(Br)c1 (stereo not drawn)	10%
CCCCCCCOC(=O)Nc1ccc(S(=O)(=O)Nc2ccc(Br)cc2)cc1	17%
CCCN1C(=O)/C(=C2\SC(=S)N(C(C)C)C2=O)c2ccccc21	7%
NC(=O)CSc1nc2sc3c(c2c(=O)n1-c1ccc(Cl)cc1)CCC3	9%
Cc1ccc(C)c(OCc2nnc(NC(=O)c3ccco3)s2)c1	0%
COc1ccc2c(c1)c(=O)oc1cc(OCC(N)=O)ccc12	6%
CCOC(=O)/C(N=Nc1ccc([N+](=O)[O-])cc1OC)=C(/C)O	0%
CCOc1cc(C2NC(=S)NC(C)=C2C(=O)OC(C)C)ccc1O (stereo not drawn)	0%
COc1ccc(CNC(=O)/C=C/c2cccc([N+](=O)[O-])c2)cc1	17%
CN(C)c1ccc(C2SCCN2C(=O)c2cc3cc(Br)ccc3oc2=O)cc1 (stereo not drawn)	30%
Cc1nc2c(c3c1[nH]c1ccccc13)C(=O)CC(C)(C)C2	5%
O=S1(=O)CCC(NC(=S)NC2CCS(=O)(=O)C2)C1 (stereo not drawn)	12%
O=C(Cc1ccccc1)N/N=C/c1ccc(Cl)cc1Cl	6%
O=C(c1cccc(Br)c1)N1CCN(c2c(Cl)cccc2[N+](=O)[O-])CC1	10%
O=C1C=CC(=NOS(=O)(=O)c2ccccc2)C=C1	5%
CCNC(=O)c1cc(-c2ccc(Cl)s2)nc2ccccc12	12%
Cc1c(NC(=O)C(Cc2ccccc2)N2C(=O)c3ccccc3C2=O)c(=O)n(-c2ccccc2)n1C (stereo not drawn)	0%
Clc1ccc(-c2csc(Nc3ncccn3)n2)cc1Cl	4%
CCOCCOC(=O)C1=C(C)NC2=C(C(=O)CC(c3ccc(Cl)cc3)C2)C1c1ccc2c(c1)OCO2 (stereo not drawn)	15%
CCCOC(=O)C1=C(C)NC2=C(C(=O)CC(c3ccc(Cl)cc3)C2)C1c1ccc(OCCC)cc1 (stereo not drawn)	1%
O=C(Nc1cc([N+](=O)[O-])ccc1F)c1ccc(-c2ccc(Cl)cc2Cl)o1	18%
O=C1C2C(c3ccccc3Cl)OC3(C(=O)c4ccccc4C3=O)C2C(=O)N1c1cccc(C(F)(F)F)c1 (stereo not drawn)	14%
COc1cc(/C=C/C(=O)c2ccc(C)cc2)cc(OC)c1OC	2%
COc1cc(CN2CCN(Cc3ccco3)CC2)cc(OC)c1OC	15%

By substructure, the entries above with a CF3 group (4)
SMILES	RNase H inhibition
O=C(Nc1ccccc1C(F)(F)F)c1ccc(-c2cc(Cl)ccc2Cl)o1	0%
O=C(Nc1ccc(S(=O)(=O)Nc2ncccn2)cc1)C(F)(F)F	3%
O=[N+]([O-])c1cc(Oc2cccc(C(F)(F)F)c2)cc(Oc2ccc3oc4ccccc4c3c2)c1	11%
O=C1C2C(c3ccccc3Cl)OC3(C(=O)c4ccccc4C3=O)C2C(=O)N1c1cccc(C(F)(F)F)c1 (stereo not drawn)	14%

Further records follow.
SMILES	RNase H inhibition
COc1ccc([N+](=O)[O-])cc1N=Cc1ccc(C#N)cc1	7%
COc1cc(NC(=O)c2ccc(Cl)cc2[N+](=O)[O-])c(OC)cc1Cl	7%
O=C1NC(=O)/C(=C\c2cccc(Cl)c2)S1	0%
COc1cc(C(=O)NC(=S)Nc2cccc(-c3nc4ccccc4s3)c2C)cc(OC)c1OC	21%
O=C1NC(=O)N(c2ccccc2)C(=O)/C1=C\c1ccc(-c2cc([N+](=O)[O-])ccc2Cl)o1	41%
COc1ccc2occ(C(=O)c3ccc(N=C(C)N(C)C)cc3)c2c1	8%
O=c1n(Cc2ccccc2Cl)c2cc(N3CCCCC3)c([N+](=O)[O-])cc2n1Cc1ccccc1Cl	37%
CCN(CC)c1ccc(/C=C(\C#N)C(=O)Nc2ccc(F)cc2)c(OC)c1	0%
CCOc1cc(NC(=O)c2ccccc2)c(OCC)cc1NC(=O)CCC(=O)O	4%
O=C(c1cccnc1)N1CCN(CCN2C(=O)C3C4C=CC(C4)C3C2=O)CC1 (stereo not drawn)	8%
CCc1ccc(NC(=O)C(C)Oc2ccc(OC)cc2)cc1 (stereo not drawn)	0%
COc1ccc(/C=N/n2cnc3sc4c(c3c2=O)CCCC4)cc1OC	4%
O=C(CN1CCN(C(c2ccccc2)c2ccccc2)CC1)CN1C(=O)c2ccccc2C1=O	15%
CCN1CCN(S(=O)(=O)c2ccc(OC)cc2)CC1	1%
C(=N\Nc1ccc2ccccc2n1)/c1ccc(OCc2ccccc2)cc1	23%
COc1ccc(CN(CC#N)CCC2(c3ccccc3)CC(C)N(C)CC2C)cc1 (stereo not drawn)	13%
OC(CN1CCCCC1)Cn1c2ccccc2c2cc(Br)ccc21 (stereo not drawn)	25%
Cc1cccc(N2C(=O)c3ccccc3C2=O)n1	1%
O=C1/C(=C/c2ccc(C(F)(F)F)cc2)SC(=S)N1Cc1ccccc1	13%
Fc1ccccc1OCCOCCOc1ncnc2ccccc12	12%
Cc1ccccc1N1C(=O)C(=O)/C(=C(\O)c2ccccc2)C1c1ccccc1F (stereo not drawn)	10%
CCOC(=O)CSc1nnc(-c2cccc(C)c2)n1-c1ccccc1	11%
CCOc1cccc2c1N(C(=O)c1ccccc1)C(C)(C)C(=S)C2=C1SC(C(=O)OC)=C(C(=O)OC)S1	45%
CNc1nc2cc([N+](=O)[O-])c([N+](=O)[O-])cc2nc1NC	5%

Given field by field: three of the compounds above.
Cc1cccc(N2C(=O)c3ccccc3C2=O)n1
  RNase H inhibition = 1%

OC(CN1CCCCC1)Cn1c2ccccc2c2cc(Br)ccc21 (stereo not drawn)
  RNase H inhibition = 25%

CNc1nc2cc([N+](=O)[O-])c([N+](=O)[O-])cc2nc1NC
  RNase H inhibition = 5%

New compounds follow.
SMILES	RNase H inhibition
COc1ccc(Cl)cc1NC(=O)c1ccccc1C	8%
O=[N+]([O-])c1ccc(NC(=S)Nc2ccccc2)c(O)c1	2%
COc1ccc(/C(C)=N/Nc2nc(-c3sc(C)nc3C)cs2)cc1	10%
CCN(Cc1ccccc1)C(=O)C1CCN(CC2CCCCC2)CC1	12%
COc1ccc(C(=O)NC23CC4CC(CC(C4)C2)C3)cc1OC	6%
O=C(Nc1ccccc1Cl)O/N=C(\c1ccccc1)c1ccccn1	2%
O=C(Nc1ccc(-c2nc3ccccc3[nH]2)cc1)c1ccc(Cl)cc1	14%
COc1cccc(C2(c3cccc(OC)c3)CC2C(=O)Nc2cccc([N+](=O)[O-])c2)c1 (stereo not drawn)	3%
COc1cccc(NC(=S)NC(=O)c2ccc(Cl)cc2)c1	1%
COc1ccc2ccccc2c1/C=N/NC(=O)Nc1ccccc1	11%
O=[N+]([O-])c1ccc(-c2ncnn2-c2ccc([N+](=O)[O-])cc2)cc1	6%
Cc1cc2nc(-c3cc(NC(=O)COc4ccc([N+](=O)[O-])cc4)ccc3O)oc2cc1C	5%
Clc1ccc(-c2nnc3ccc(N4CCOCC4)nn23)cc1	9%
O=C(NCCCn1ccnc1)c1cccc([N+](=O)[O-])c1	0%
COc1ccc(C(=O)NC(=S)Nc2nc(-c3ccccc3)cs2)cc1[N+](=O)[O-]	31%
Cn1c(S(=O)(=O)Cc2ccc(Br)cc2)nc2ccccc21	0%
O=C(Nc1nc(-c2ccc(Cl)cc2)cs1)C12CC3CC(CC(C3)C1)C2	3%
NC1=NC(=O)C(CC(=O)Nc2ccccc2[N+](=O)[O-])S1 (stereo not drawn)	0%
CC(=O)SC(CC(=O)c1ccccc1)c1cn(-c2ccccc2)nc1-c1ccc(C)cc1 (stereo not drawn)	0%
COc1cc(C(=O)N/C(=C/c2cccc([N+](=O)[O-])c2)C(=O)Nc2ccc(C)cc2)cc(OC)c1OC	7%
